Source: PubChem
PAFAH2 inh: inhibitors of human PAFAH2; Q99487; recombinant PAFAH2, FP-rhodamine activity probe, fluorescence polarization; inhibition, % at 3.39 µM; hit rate 0.99% among 340,000;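 active = inhibition above the mean over all tested compounds plus 3 SD, cut at about 30% in these data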;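 note: inhibitors block probe labeling of enzyme so polarization drops; 0% = enzyme with DMSO and 100% = wells lacking PAFAH2 protein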
GSTO1 counter: counter-screen for RBBP9 inhibitors: inhibitors of human GSTO1; recombinant GSTO1, activity-based probe fluorescence polarization; inhibition, % at 5.96 µM; hit rate 1.1% among 300,000; AID 1974;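 active = inhibition above the campaign mean inhibition plus 3 SD, cut at about 35% in these data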;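 note: 0% = GSTO1-1 with DMSO and 100% = wells lacking GSTO1-1 enzyme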
Target sequence (P78417 whole entry, looked up): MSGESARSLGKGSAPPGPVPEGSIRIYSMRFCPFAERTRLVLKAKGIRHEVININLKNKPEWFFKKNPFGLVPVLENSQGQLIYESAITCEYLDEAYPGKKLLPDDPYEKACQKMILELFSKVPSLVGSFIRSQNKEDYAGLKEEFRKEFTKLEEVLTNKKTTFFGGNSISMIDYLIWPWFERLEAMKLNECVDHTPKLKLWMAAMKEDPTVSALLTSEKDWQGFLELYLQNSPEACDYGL
LYPLA2 counter: blocks human lysophospholipase 2, a PME1 counter-screen; recombinant LYPLA2, FP-Rh probe fluorescence polarization; hit rate 0.38% among 320,000; inhibition, % at 5.9 µM;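 active = inhibition above the screen-wide mean plus 3 SD, limit set per campaign, cut at about 26% in these data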;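 note: 0% = LYPLA2 with DMSO and 100% = wells lacking LYPLA2 enzyme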
Target sequence (O95372 whole entry, looked up): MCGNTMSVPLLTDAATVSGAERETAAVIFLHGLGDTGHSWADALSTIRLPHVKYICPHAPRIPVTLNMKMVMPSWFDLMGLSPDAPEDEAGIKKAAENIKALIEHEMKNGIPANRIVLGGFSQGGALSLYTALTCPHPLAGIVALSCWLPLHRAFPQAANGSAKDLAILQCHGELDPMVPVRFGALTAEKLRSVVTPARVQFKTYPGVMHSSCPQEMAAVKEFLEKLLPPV
PAD4 FP inh: PAD4 (human) enzyme inhibition | hit rate 0.41% among 330,000 | inhibition, % at 6.36 µM | recombinant PAD4, RCA probe fluorescence polarization | AID 485272;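 active = percent inhibition above a cutoff equal to the mean of all tested compounds plus 3 SD, cut at about 15% in these data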;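 note: 0% = PAD4 with RCA probe and DMSO and 100% = probe without PAD4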
pPAFAH FP inh: inhibitors of human plasma PAF acetylhydrolase (pPAFAH). recombinant pPAFAH, FP-rhodamine probe fluorescence polarization. hit rate 1.5% among 330,000. Q13093. inhibition, % at 3.39 µM;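 active = inhibition above the mean inhibition across the screen plus 3 SD, cut at about 25% in these data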;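 note: inhibitors block binding of the rhodamine activity-based probe so polarization drops; 0% = enzyme with DMSO and 100% = wells lacking pPAFAH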
PME-1 inh: PME-1 (human) inhibition. inhibition, % at 5.9 µM. Q9Y570. hit rate 0.53% among 320,000. AID 2130. recombinant PME-1, FP-Rh probe fluorescence polarization;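 active = inhibition above the campaign mean of all compounds plus 3 SD, cut at about 26% in these data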;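 note: competitive labeling of PME-1 active site by serine hydrolase directed probe; 0% = PME-1 with DMSO and 100% = wells lacking PME-1 enzyme; inhibitors block probe labeling so polarization falls and inhibition rises; many of its hits are not listed in these tables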
LYPLA1 inh: blocks human lysophospholipase 1, a PME1 counter-screen. inhibition, % at 5.9 µM. recombinant LYPLA1, FP-Rh probe fluorescence polarization. hit rate 0.16% among 320,000;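 active = inhibition above the mean of all tested compounds plus 3 SD, set per campaign, cut at about 14% in these data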;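 note: inhibitors block serine hydrolase probe labeling of LYPLA1 so polarization falls; 0% = enzyme with DMSO and 100% = wells lacking LYPLA1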
PAFAH1B2 inh: inhibitors of human PAFAH1B2. recombinant PAFAH1B2, FP-rhodamine activity probe, fluorescence polarization. inhibition, % at 3.39 µM. hit rate 1.2% among 340,000. P68402;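 active = inhibition above the mean of all tested compounds plus 3 SD, cut at about 24% in these data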;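 note: 0% = enzyme with DMSO and 100% = wells lacking PAFAH1B2; many of its hits are not listed in these tables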
Target sequence (P68402 whole entry, looked up): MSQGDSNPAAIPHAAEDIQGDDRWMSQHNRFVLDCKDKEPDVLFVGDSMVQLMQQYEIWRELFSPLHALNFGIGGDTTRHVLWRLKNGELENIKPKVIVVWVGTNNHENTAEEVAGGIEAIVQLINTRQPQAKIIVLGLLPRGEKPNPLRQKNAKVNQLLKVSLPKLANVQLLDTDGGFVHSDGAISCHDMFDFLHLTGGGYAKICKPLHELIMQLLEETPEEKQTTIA
PAFAH1B3 FP inh: blocks human PAF acetylhydrolase 1B catalytic subunit 3; recombinant PAFAH1B3, FP-rhodamine probe, fluorescence polarization; Q15102; hit rate 0.28% among 340,000; AID 492972; inhibition, % at 3.39 µM;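 active = inhibition above the screen-wide average of all tested compounds plus 3 SD, cut at about 25% in these data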;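 note: 0% = enzyme with DMSO only and 100% = wells lacking PAFAH1B3 protein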
Target sequence (Q15102 whole entry, looked up): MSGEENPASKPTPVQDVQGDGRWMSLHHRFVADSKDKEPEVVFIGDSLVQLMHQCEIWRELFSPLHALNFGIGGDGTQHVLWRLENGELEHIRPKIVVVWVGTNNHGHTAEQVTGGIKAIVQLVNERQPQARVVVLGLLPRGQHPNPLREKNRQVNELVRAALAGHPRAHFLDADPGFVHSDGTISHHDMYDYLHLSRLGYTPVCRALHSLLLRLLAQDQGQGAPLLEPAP
Starred values were filed as active, the others as inactive; x = not tested or not shown. Only part of the results is shown, so the mix of outcomes need not match the whole.

Every second line gives: PAFAH1B3 FP inh, LYPLA2 counter, PAD4 FP inh, pPAFAH FP inh, PME-1 inh, PAFAH2 inh, LYPLA1 inh, PAFAH1B2 inh, GSTO1 counter
CCNc1nnc(-c2ccc(C)cc2)o1
    10, -2, -3, 4, 0, 3, 3, 1, 3
Cc1ccc2c(N)[nH]nc2n1
    -4, -1, 1, -3, -9, 0, 2, -1, 9
COc1ccc(CN2CCc3cc(OC)c(OC)cc3C2)cc1O
    6, 6, 2, 3, 0, 5, 3, 5, -5
COc1ccc(OC)c(NC(=S)NCCC(c2ccccc2)c2ccccc2)c1
    -3, -10, 2, 9, 5, 0, -8, 5, -4
O=C1N/C(=N\N=C\c2cccs2)SC1Cc1ccc(Cl)c(Cl)c1 (stereo not given)
    2, 11, 3, 2, 6, -1, 3, 0, -2
C=CCN(CC(=O)NCc1ccc(OC)cc1)C(=O)c1csnn1
    -2, 0, 0, 3, -4, 0, -2, 2, 6
C=CCN1C(=O)C(Cc2ccc(OC)cc2)SC1=Nc1ccc(C(=O)O)cc1 (stereo not given)
    2, 0, -3, -4, -3, 2, -1, 5, -4
CCOc1ccc2nc(NC3=NC(c4ccc(OC)cc4)CC(=O)N3)nc(C)c2c1 (stereo not given)
    1, -5, -7, -2, -12, -5, 0, 10, -2
Cc1ccc(NC(=O)CSc2nnc(C3COc4ccccc4O3)o2)c(Cl)c1 (stereo not given)
    -2, 3, -1, 8, -1, 3, -3, -1, -2
CSc1cccc(NC(=O)COC(=O)c2ccccn2)c1
    7, -2, -2, -3, -11, 2, -3, -1, x
COc1c(C)cccc1C(=O)Nc1ccc(N2CCN(C(=O)c3ccccc3C)CC2)cc1
    5, 10, -4, 11, 7, 7, 3, 1, -2
Cn1c(CCN2CCN(c3ccccn3)CC2)nc2cc(NC(=O)COc3ccc(Cl)cc3)ccc21
    3, 0, -2, 9, 1, -6, -8, 9, -4
CCN1CCN(c2ccc(S(=O)(=O)N3CCCCC3)cc2NC(=O)COc2ccccc2)CC1
    -4, -5, -1, 1, 2, 3, -2, -1, 5
COc1ccc(CCNC(=O)CN(C)S(=O)(=O)c2cccs2)cc1OC
    7, 4, -9, 2, 2, 1, 0, -3, -6
Cc1nc2ccc(C(=O)O)cc2c2c1CC(C)S2 (stereo not given)
    12, 5, 7, 11, -1, 5, 3, 6, -1
Cc1cccc(C(=O)c2c(N)sc3c2CCCC3)c1
    0, -2, -5, 16, -4, 2, -3, 0, -2
CCc1ccccc1NC(=O)Nc1ccc(F)cc1
    3, 0, -3, -10, -4, -2, 3, 0, 11
Cc1ccc(-c2nn3c(C)nnc3s2)cc1NC(=O)C(C)C
    3, -6, -5, 3, 3, -3, 1, 4, 0
NC(=O)COC(=O)CC(NC(N)=O)c1ccc(Cl)cc1 (stereo not given)
    12, 7, -1, -4, -1, 1, 3, 4, 2
COc1ccc(N=Cc2c(O)n(-c3cccc(C)n3)c(=O)c3ccccc23)cc1
    4, 5, -6, 4, -1, -3, 0, -3, 7
O=C(NCC(=O)N1CCCCCCC1)c1ccc(Br)o1
    1, -3, 1, -2, 1, 4, -3, 2, 0
O=C(NCc1ccco1)c1ccccc1NS(=O)(=O)c1ccc(Cl)s1
    -1, 1, 5, 10, 6, 5, -4, 14, -21
Cc1ccc(C(=O)c2c[nH]c(C(=O)NCc3cccnc3)c2)cc1
    8, 4, 3, -2, 7, -5, -1, 1, -9
CC(=O)Nc1ccc(S(=O)(=O)n2nc(-c3ccc(C)cc3)nc2N)cc1
    -2, -8, 4, -7, -14, -9, -8, -2, -12
COCCNC(=O)c1sc2ncn(CC(=O)N3CCCCC3)c(=O)c2c1C
    3, 2, -1, -7, -2, -4, -3, 2, 0
CCN(CC)CCNC(=O)c1ccc(NC(=O)c2c(F)cccc2Cl)cc1
    8, 6, 3, 2, 0, -1, 4, 0, 5
Cc1ccc(-n2nnnc2SCC(=O)c2c(N)n(C3CC3)c(=O)[nH]c2=O)cc1
    11, -4, 0, -4, 4, 1, 5, 4, x
C[C@@H]1CC=C[C@H]2[C@H]1C(=O)N(Cc1ccccc1)[C@H]2c1ccc(-c2cc3ccccc3s2)cc1F
    3, 4, 6, -2, 0, -8, -1, 4, -3
COC(=O)c1c(C)nc(C)c(C(=O)OC)c1-c1ccsc1
    x, 6, 0, 0, 1, x, 1, x, 3
CC(C)N(Cc1nc(-c2ccc(Cl)cc2)no1)C(=O)C(c1ccccc1)c1ccccc1
    2, 3, 3, 2, 2, -8, -5, -3, -5

Limited to LYPLA1 inh and PME-1 inh (2 entries from above):
| compound | LYPLA1 inh | PME-1 inh |
| --- | --- | --- |
| Cc1ccc(-n2nnnc2SCC(=O)c2c(N)n(C3CC3)c(=O)[nH]c2=O)cc1 | 5 | 4 |
| COC(=O)c1c(C)nc(C)c(C(=O)OC)c1-c1ccsc1 | 1 | 1 |

Shown in CSV form: part of the list above
Structure,PAFAH1B3 FP inh,LYPLA2 counter,PAD4 FP inh,pPAFAH FP inh,PME-1 inh,PAFAH2 inh,LYPLA1 inh,PAFAH1B2 inh,GSTO1 counter
O=C(NCC(=O)N1CCCCCCC1)c1ccc(Br)o1,1,-3,1,-2,1,4,-3,2,0
O=C(NCc1ccco1)c1ccccc1NS(=O)(=O)c1ccc(Cl)s1,-1,1,5,10,6,5,-4,14,-21
Cc1ccc(C(=O)c2c[nH]c(C(=O)NCc3cccnc3)c2)cc1,8,4,3,-2,7,-5,-1,1,-9
CC(=O)Nc1ccc(S(=O)(=O)n2nc(-c3ccc(C)cc3)nc2N)cc1,-2,-8,4,-7,-14,-9,-8,-2,-12
COCCNC(=O)c1sc2ncn(CC(=O)N3CCCCC3)c(=O)c2c1C,3,2,-1,-7,-2,-4,-3,2,0
CCN(CC)CCNC(=O)c1ccc(NC(=O)c2c(F)cccc2Cl)cc1,8,6,3,2,0,-1,4,0,5
Cc1ccc(-n2nnnc2SCC(=O)c2c(N)n(C3CC3)c(=O)[nH]c2=O)cc1,11,-4,0,-4,4,1,5,4,x
C[C@@H]1CC=C[C@H]2[C@H]1C(=O)N(Cc1ccccc1)[C@H]2c1ccc(-c2cc3ccccc3s2)cc1F,3,4,6,-2,0,-8,-1,4,-3
COC(=O)c1c(C)nc(C)c(C(=O)OC)c1-c1ccsc1,x,6,0,0,1,x,1,x,3
CC(C)N(Cc1nc(-c2ccc(Cl)cc2)no1)C(=O)C(c1ccccc1)c1ccccc1,2,3,3,2,2,-8,-5,-3,-5

Next section:
Every second line gives: PAFAH1B3 FP inh, LYPLA2 counter, PAD4 FP inh, pPAFAH FP inh, PME-1 inh, PAFAH2 inh, LYPLA1 inh, PAFAH1B2 inh, GSTO1 counter
CCOC(=O)C(c1ccccc1)N1CCN(c2ccc(OC)cc2)CC1 (stereo not given)
    4, -4, 4, -4, -4, -2, -3, 4, 5
COc1ccccc1OCCSc1nc2ccccc2n1CCO
    5, -2, -4, -2, -1, -7, -2, 5, -6
Cc1ccc(-c2csc3nc[nH]c(=O)c23)c(C)c1
    9, -3, 0, 1, 2, -3, 1, -1, 7
CC(=O)C1=C(O)C(=O)N(c2ccc(S(=O)(=O)Nc3nccs3)cc2)C1c1ccc([N+](=O)[O-])cc1 (stereo not given)
    5, 1, -7, 0, 8, 7, -3, 4, -7
O=C(Nc1cccnc1Cl)c1cccnc1Cl
    6, -6, -6, 1, 0, -2, 0, 3, -4
CCc1ccc2n(-c3ccc(OC)cc3)c([S-])c(C(=O)Nc3cc(C)cc(C)c3)[n+]2c1
    -8, 2, -4, 4, -1, -4, -2, 3, 5
Cc1ccnc(N2C(=O)c3ccccc3C2Nc2ccccc2Cl)c1 (stereo not given)
    -2, 4, 0, 2, -8, -2, 4, 1, -1
N#CC1(NC(=O)COC(=O)c2ccc(-c3ccc(O)cc3)cc2)CCCCC1
    0, -1, -4, 7, -12, 76*, -5, -2, x
O=C(O)Cn1cc(/C=C/[N+](=O)[O-])c2ccccc21
    3, -2, -10, 5, -7, 6, 0, 5, 3
Cc1sc2ncnc(N3CCC(C(=O)NNC(=O)c4ccccc4Cl)CC3)c2c1C
    6, 0, -2, -5, -4, 3, -3, 6, -5
CCN1CCN(C(=O)CS(=O)(=O)Cc2nc(-c3ccccc3C)oc2C)CC1
    -3, 4, -2, 5, -6, 1, 2, 5, 0
O=C(CC12CC3CC(CC(C3)C1)C2)NC(=S)NCc1ccco1
    3, -2, -3, -2, -11, -2, -4, 12, 7
COc1nc(C)ccc1-c1noc(-c2ccncc2)n1
    4, 4, -5, -2, 0, 4, -2, 6, -4
CC1Cc2nc(SCC(=O)Nc3ccc4c(c3)OCO4)n(CCc3ccccc3)c(=O)c2S1 (stereo not given)
    9, -1, -3, -3, -4, 1, -9, 8, -4
CC(NC(=O)c1ccc(N2CCCC2)c([N+](=O)[O-])c1)c1ccc(S(N)(=O)=O)cc1 (stereo not given)
    2, 5, -4, 7, 7, 0, 4, 0, -5
CC(NC(=O)Cc1ccc(F)cc1)c1ccccc1 (stereo not given)
    3, 7, 0, -6, 0, 2, 5, 3, 11
Cc1onc(-c2ccccc2)c1C(=O)NNC(=S)NC(=O)c1ccc(F)cc1
    1, 9, 3, 4, 4, 2, 7, 10, 0
O=C(/C=C/c1c(Cl)cccc1Cl)n1cccn1
    5, 6, 2, -3, -7, -3, 0, 5, 4
COc1ccc(/C=N/N2CCOCC2)cc1Cn1cc([N+](=O)[O-])cn1
    2, 8, 5, 1, 0, 4, -1, 9, 4
Cc1ccc(C(=O)CSc2nc3cccnc3n2C)cc1
    5, 2, 1, 1, -2, -2, 1, -5, 3
COCCN(Cc1ccco1)C(=O)Cn1ncc2c(=O)oc3ccccc3c21
    7, 4, -1, -4, 4, 5, -3, 5, -2
CC(=O)c1ccc(OCc2cc(C(=O)N3CCN(C4CCCC4)C(=O)C3)no2)cc1
    -5, 6, -4, 1, 3, -4, -2, 4, -2
CCC(C)NC(=O)CSc1ccc(Cl)cc1 (stereo not given)
    2, 16, 4, 2, -3, -2, 3, 20, -1
CCCC(C)C(=O)Nc1nnc(C)s1 (stereo not given)
    7, 2, 5, -1, -5, -3, 2, -1, 2
